Vif inh – inhibitors of HIV Vif; HEK293T cells, Vif self-association by quenched fluorescence, imaging, 24 h; inhibition, % at 7.49 µM; 0.35% of 340,000 active; AID 602346; in the data active = inhibition above about 50%, passing the limit was not always enough; also: some results filed as inactive read as strong as hits
SRC2 inh – human SRC2 (NCOA2) inhibition | Q15596 | HEK293 GAL4-SRC2 luciferase reporter, luminescence | inhibition, % at 9 µM | 0.17% of 370,000 active;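 active = inhibition above the mean inhibition of all tested compounds plus 3 SD, set per campaign, cut at about 52% in these data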;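 also: 0% = DMSO treated cells and 100% = cells given Gossypol at 36 µM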
TROY NFkB inh – blocks TROY-dependent signaling in reporter cells; Q293 LMP1-TROYcd NF-kB luciferase reporter, 4 h; inhibition, % at 10 µM; 0.98% of 360,000 active;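 active = compounds whose plate-normalised and pattern-corrected inhibition of the luciferase reporter signal at the single screening dose is 50% or more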
NOD2 RIPK2 PPI – blocks binding of human NOD2 to RIPK2; inhibition, % at 4.98 µM; O43353; CHO BLA complementation NOD2-RIPK2, CCF4 ratio; 0.38% of 360,000 active; in the data active = inhibition above about 21%;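 also: 0% = vehicle only and 100% = reference blocker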
Target sequence (O43353 whole entry, looked up): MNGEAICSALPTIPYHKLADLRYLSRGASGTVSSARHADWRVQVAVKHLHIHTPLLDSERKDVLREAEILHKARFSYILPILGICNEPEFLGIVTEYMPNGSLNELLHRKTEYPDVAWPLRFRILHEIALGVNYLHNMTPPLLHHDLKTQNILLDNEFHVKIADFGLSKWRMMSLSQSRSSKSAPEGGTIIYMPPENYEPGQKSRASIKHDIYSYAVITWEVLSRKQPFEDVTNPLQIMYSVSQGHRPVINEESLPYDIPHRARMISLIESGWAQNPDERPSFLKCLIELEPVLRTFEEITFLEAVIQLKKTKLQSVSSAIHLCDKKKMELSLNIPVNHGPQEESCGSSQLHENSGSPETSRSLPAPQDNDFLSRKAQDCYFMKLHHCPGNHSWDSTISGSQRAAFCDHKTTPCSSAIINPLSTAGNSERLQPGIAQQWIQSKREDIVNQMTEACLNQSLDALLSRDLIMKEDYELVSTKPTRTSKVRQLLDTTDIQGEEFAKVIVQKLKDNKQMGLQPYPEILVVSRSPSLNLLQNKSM
COUP-TFII inh – NR2F2 (human) inhibition, primary screen; P24468; HEK293T NGFI-A luciferase reporter, luminescence; inhibition, % at 8.6 µM; 0.7% of 370,000 active; AID 686940;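 active = inhibition above a per-plate cutoff, mean inhibition of test wells between control levels plus 3 SD, cut at about 38% in these data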;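 also: cells cotransfected with COUP-TFII expression vector driving the NGFI-A reporter; 0% = median of COUP-TF2 test wells and 100% = reporter-only cells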
Target sequence (P24468 whole entry, looked up): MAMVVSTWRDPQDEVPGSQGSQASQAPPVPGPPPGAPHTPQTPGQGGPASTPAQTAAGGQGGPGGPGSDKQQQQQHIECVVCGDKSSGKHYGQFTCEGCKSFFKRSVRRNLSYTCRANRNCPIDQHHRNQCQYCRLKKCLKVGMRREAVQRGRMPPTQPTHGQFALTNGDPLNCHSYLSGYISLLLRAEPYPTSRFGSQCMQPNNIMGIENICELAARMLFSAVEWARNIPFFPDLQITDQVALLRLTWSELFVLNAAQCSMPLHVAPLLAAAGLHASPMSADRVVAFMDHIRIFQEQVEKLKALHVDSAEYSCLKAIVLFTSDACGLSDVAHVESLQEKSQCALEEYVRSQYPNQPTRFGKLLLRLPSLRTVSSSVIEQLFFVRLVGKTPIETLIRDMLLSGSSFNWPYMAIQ
EBV LMP1 NFkB – Epstein-Barr LMP1 NF-kappaB reporter inhibition | inhibition, % at 12.5 µM | LMP1-induced NF-kappaB luciferase reporter cells, luminescence | 0.69% of 350,000 active; in the data active = inhibition above about 41%;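 also: 0% = neutral control wells and 100% = reference inhibitor control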
LRH-1 inv ag – suppresses constitutive activity of human LRH-1. O00482. HEK293T StAR-luciferase reporter, LRH-1 transfected, 24 h. inhibition, % at 3.6 µM. 0.13% of 360,000 active;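 active = inhibition above the mean inhibition of all tested compounds plus 3 SD, cut at about 73% in these data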;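 also: 0% = DMSO wells and 100% = reporter-only cells lacking LRH-1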
SRC1 inh – inhibitors of human steroid receptor coactivator 1 (SRC1). 0.12% of 360,000 active. HEK293 GAL4-SRC1 luciferase reporter, luminescence. inhibition, % at 3.6 µM. Q15788;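 active = inhibition above the campaign mean plus 3 SD, with each screening campaign given its own cutoff, cut at about 60% in these data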;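 also: 0% = DMSO treated cells and 100% = gossypol at 36 µM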
TLR9-MyD88 block – TLR9-MyD88 interaction inhibition. Q9NR96+Q99836. CHO BLA complementation TLR9-MyD88, CCF4 FRET ratio. inhibition, % at 4.98 µM. 0.21% of 340,000 active. AID 504734;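 active = inhibition above the mean over all tested compounds plus 3 SD, cut at about 21% in these data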;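 also: 0% = DMSO only wells and 100% = clavulanate BLA inhibitor control wells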
SRC3 inh – inhibits human SRC3 coactivator; Q9Y6Q9; HEK293 GAL4-SRC3 luciferase reporter, luminescence; 0.17% of 360,000 active; inhibition, % at 3.6 µM;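 active = inhibition above a per-campaign cutoff, the mean of all compounds plus 3 SD, cut at about 60% in these data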;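 also: 0% = DMSO-treated cells and 100% = gossypol-treated cells at 36 µM; higher means less SRC3-driven luciferase light from the GAL4 reporter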
C8 TRAIL sens – caspase-8 TRAIL sensitization; 1% of 360,000 active; NB7+C8 cells + TRAIL, ATPlite viability luminescence; inhibition (viability loss, TRAIL sensitization), % at 10 µM;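 active = compounds causing at least 50% loss of cell viability in the single-dose screen, relative to plate controls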
* marks the source's active call; other numbers are inactive results; x = not tested or not shown. A portion of the library; count on the stated rates, not on these rows.

SMILES	Vif inh	SRC2 inh	TROY NFkB inh	NOD2 RIPK2 PPI	COUP-TFII inh	EBV LMP1 NFkB	LRH-1 inv ag	SRC1 inh	TLR9-MyD88 block	SRC3 inh	C8 TRAIL sens
CCc1ccc(N2CCN(C(=O)c3ccc4c(c3)OCO4)CC2)cc1	x	-3	-18	-6	13	-4	-22	-13	-8	1	25
COc1cccc(-n2nc(C(N)=O)c(O)cc2=O)c1	5	7	12	2	0	10	-7	-5	0	9	-1
Cc1noc(C)c1S(=O)(=O)NC1CCCc2ccccc21 (centres undefined)	32	-20	1	13	7	4	-3	2	-2	2	-9
CC1(C)C2CCC1(C)C(NCC(O)COc1ccc(C#N)cc1)C2 (centres undefined)	-7	-29	13	-5	11	-6	6	-20	-6	-19	-2
COC(=O)c1cn(CC(=O)N2CCCCC2C)c2ccccc12 (centres undefined)	5	-28	-5	-5	8	-4	-10	-7	10	14	-6
CCc1ccc(C(O)(CC(C)C)C(CN2CCOCC2)c2ccccc2)cc1 (centres undefined)	-12	-13	7	-4	14	4	12	13	-15	-1	14
COc1cccc(CNc2nc(-c3cccnc3)nc3ccccc23)c1	2	8	8	3	7	-10	-3	-9	5	-2	-7
CCCCC(=O)N(CCOC)c1nnc(-c2cccnc2)s1	0	12	19	0	3	-4	-6	-15	-3	9	-9
O=C1C2C(c3ccccc3)C=CC(c3ccccc3)C2C(=O)N1CCO (centres undefined)	x	11	10	-14	-4	-3	3	14	-7	6	4
COc1cccc(Cn2cnc(-c3ccccc3OC)c2-c2ccco2)c1	x	15	18	-7	-3	x	-6	x	x	x	0
Cc1ccccc1C1c2[nH]c3ccccc3c2CCN1CCCn1cccn1 (centres undefined)	-3	-25	5	7	14	6	-5	-4	-3	16	-17
C[C@H](CO)N1C[C@H](C)[C@H](CN(C)S(=O)(=O)c2ccc3c(c2)OCCCO3)OCc2cnnn2CCCC1=O	3	-11	7	2	-10	-7	21	-6	7	13	1
COc1ccc(-c2ccc(SCC(=O)c3ccccc3)nn2)cc1OC	6	-42	-9	-6	-10	-12	-9	-14	-5	-13	-8
CCN(CC(=O)Nc1cccc(OC)c1)CC(=O)Nc1ccccc1C	x	-11	-12	0	9	-1	6	14	11	-8	-17
CCOC(=O)C1CCCN(C(=O)CN2C(=O)C(CC)Oc3ccc(C)cc32)C1 (centres undefined)	25	6	3	-2	16	0	-5	-1	-7	3	1
NS(=O)(=O)c1ccc(NC(=O)/C=C/c2ccccc2[N+](=O)[O-])cc1	-6	-5	6	0	1	-13	12	9	13	-3	-6
C=Cc1ccc(Cn2c(=O)n(C)c(=O)c3sccc32)cc1	-3	16	-31	10	6	13	10	2	-15	24	6
Cc1ccc([N+](=O)[O-])cc1NC(=O)CSc1n[nH]c(-c2cccnc2)n1	3	5	19	-6	4	-8	12	-18	1	-5	1
COc1ccc(-n2cnc3c(N)nc(N)nc32)cc1	21	-20	-8	9	-11	-2	-10	-12	-3	-13	-1
CCOc1ccccc1NC(=O)N1CCC(n2nnc3cc(C)ccc32)CC1	4	5	-1	-13	-7	0	2	16	-4	12	-23
COc1cccc(-c2csc(N3CCN(CC(=O)NNC(=O)c4ccc(Br)cc4)CC3)n2)c1	-21	-19	10	-3	10	5	-20	12	7	0	-2
Cc1ccc(C)c(NC(=O)Cc2nc(CNCC(C)C)cs2)c1	8	-18	0	-5	15	3	8	-43	-7	-6	-6
C=CCn1c(C)cc(C(=O)COC(=O)c2ccc(N)c([N+](=O)[O-])c2)c1C	2	-39	7	-2	-40	-19	-139	-102	2	-70	9
CCC(Oc1ccccc1)C(=O)N1CCN(C(=O)C(CC)Oc2ccccc2)CC1 (centres undefined)	-2	-22	0	-4	0	-1	-15	-21	-2	0	6
COc1cc(C(Nc2ccc(S(=O)(=O)N3CCC(C)CC3)cc2)C(=O)NCC2CCCO2)cc(OC)c1OC (centres undefined)	-3	-6	13	10	-8	2	-25	2	-8	-3	-7

Continued, overlapping the part above by 4 compounds.
SMILES	Vif inh	SRC2 inh	TROY NFkB inh	NOD2 RIPK2 PPI	COUP-TFII inh	EBV LMP1 NFkB	LRH-1 inv ag	SRC1 inh	TLR9-MyD88 block	SRC3 inh	C8 TRAIL sens
Cc1ccc(C)c(NC(=O)Cc2nc(CNCC(C)C)cs2)c1	8	-18	0	-5	15	3	8	-43	-7	-6	-6
C=CCn1c(C)cc(C(=O)COC(=O)c2ccc(N)c([N+](=O)[O-])c2)c1C	2	-39	7	-2	-40	-19	-139	-102	2	-70	9
CCC(Oc1ccccc1)C(=O)N1CCN(C(=O)C(CC)Oc2ccccc2)CC1 (centres undefined)	-2	-22	0	-4	0	-1	-15	-21	-2	0	6
COc1cc(C(Nc2ccc(S(=O)(=O)N3CCC(C)CC3)cc2)C(=O)NCC2CCCO2)cc(OC)c1OC (centres undefined)	-3	-6	13	10	-8	2	-25	2	-8	-3	-7
Cc1nn(C)c(C(=O)N2CCN(C(=O)c3ccco3)CC2)c1[N+](=O)[O-]	-4	8	13	-4	-11	3	7	-7	-4	2	-7
CN(C)CCCNC(=O)C(=O)NCC1OCCN1S(=O)(=O)c1cccs1 (centres undefined)	x	-5	6	0	2	-16	-16	-6	-19	18	-23
CCCCNC(=O)O[C@H]1C[C@@H]2CCN3C(=O)CCC[C@H]([C@H]1CC)[C@H]23	-5	-9	-6	-14	10	-5	-5	6	-14	6	-6
O=C1Cc2ccccc2C(=O)N1Cc1cccc(Cl)c1	-9	-8	-11	-10	8	4	-5	6	7	7	-10
CC(C)c1ccc(OCCCN2CCCC2)cc1	-11	-11	-25	-5	18	2	-13	-5	4	-17	-5
NS(=O)(=O)c1ccc(NC(=O)COC(=O)c2ccc(Cl)cc2[N+](=O)[O-])cc1	-1	-3	-5	-2	-11	8	1	-2	-1	14	-11
COc1ccc(N2CCN(C(c3cccs3)C(C)NC(=O)C(=O)N3CCCCC3)CC2)cc1 (centres undefined)	1	-18	-14	-8	3	-6	-9	-11	1	-20	8
COc1ccc(-c2cccc(C3CC=CC4C3C(=O)N(Cc3ccccc3)C4c3ccc(OC)c(Cl)c3)c2)cc1 (centres undefined)	-6	14	10	-20	-6	-6	5	-4	-9	-6	5
CCCc1cc2c(cc1NC(=O)c1ccc(C)cc1)OCO2	5	-32	-2	9	-2	-8	4	-11	6	-7	2
N/C(=N\C(=S)Nc1ccc2c(c1)OCO2)c1ccccc1	-14	-68	-15	-4	-49	x	-148	-89	x	-62	-8
COc1cccc(/C=C2/SC(=S)N(CC(=O)Nc3nnc(C)s3)C2=O)c1	1	9	-30	-1	6	-5	11	-12	9	15	-1
O=C(Nc1ccccc1)Nc1sccc1-c1nc2ccccc2s1	-4	-65	-40	-8	15	-3	-2	-10	x	11	1
CCCc1nc(C)c(-c2ccc(OC)c(OC)c2)c(=O)[nH]1	6	-37	-12	2	7	-13	6	-14	7	11	5
CCCOc1c(OC)cccc1C1CC(=O)Nc2cc3c(cc21)OCO3 (centres undefined)	0	15	18	8	8	-6	29	7	-1	-1	-10
C/C(=N\NC(=O)COc1cccc(Br)c1)c1ccc2c(c1)OCCO2	-5	9	-16	2	-5	-5	11	-9	8	7	-16
O=C(O)CC(CC(=O)Nc1ccc2ccccc2n1)c1ccccc1 (centres undefined)	6	-26	2	-1	18	-1	-1	6	3	13	-16
CCCOC(=O)c1ccc(OCC(O)CN2CCN(C(=O)c3ccccc3)CC2)cc1 (centres undefined)	13	-22	-10	-8	12	6	15	1	-1	-11	-5
C=CCn1c(SCC(=O)NC2CC2)nnc1-c1ccccn1	1	5	1	4	-1	0	2	-13	-1	-1	11
CCOC(=O)CNC(=O)C1CCCc2c1[nH]c1ccc(Cl)cc21 (centres undefined)	16	-9	7	3	7	2	19	10	11	6	-5
Cc1ccc(-n2[nH]c(C)c(/C=N/NC(=O)c3ccc(O)cc3O)c2=O)cc1	-2	x	-11	-18	x	-11	-48	-16	6	-51	73*
O=C(OCC(=O)c1cccs1)C1=COCCO1	12	-29	-44	-20	-16	-18	-76	-96	-13	-55	-4
O=S(=O)(c1ccc2oc(=S)[nH]c2c1)N1CCCCC1	-3	15	-12	-8	9	-1	2	-4	2	-2	-1
O=C(NCc1ccccn1)C1CC(c2ccc(Cl)c(Cl)c2)=NO1 (centres undefined)	4	-16	-2	8	1	-3	9	-6	-3	-5	15
C=CCN1C(=O)/C(=C2\SC(N3CCOCC3)=NC2=O)c2cc(Br)ccc21	14	-14	-27	3	0	3	10	-1	10	7	23
CCS(=O)(=O)c1ccc(O)c(N2C(=O)C3C4C=CC(C4)C3C2=O)c1 (centres undefined)	0	1	1	-4	-2	-4	8	12	12	17	-13

Other structures follow:
SMILES	Vif inh	SRC2 inh	TROY NFkB inh	NOD2 RIPK2 PPI	COUP-TFII inh	EBV LMP1 NFkB	LRH-1 inv ag	SRC1 inh	TLR9-MyD88 block	SRC3 inh	C8 TRAIL sens
Cc1cccc(CN2CCN(C(c3ccccc3)c3ccc(Cl)cc3)CC2)c1 (centres undefined)	-5	19	11	5	20	-6	-52	16	-8	13	0
N#CCCn1c(SCC(=O)NCc2ccco2)nc2ccccc21	8	-28	1	-9	9	2	1	-3	3	0	-16
COc1ccc(C(C(=O)NCC2CCCO2)N(C(=O)CNC(=O)c2cccs2)c2ccc(C(C)=O)cc2)cc1OC (centres undefined)	25	-11	14	-13	9	5	8	0	-5	12	-15
Cc1noc(C)c1C(=O)Nc1nc(-c2ccccc2Cl)cs1	1	-23	-42	5	-8	-6	-13	-26	-2	-4	-1
CC(C)Cn1cc(F)c(=O)n(CC(C)C)c1=O	6	-1	12	-5	-27	6	-5	0	8	5	-1
Cc1cn([C@H]2C[C@H](N=[N+]=[N-])[C@@H](CO)O2)c(=O)[nH]c1=O	-4	7	-1	-13	0	3	-5	1	1	-2	-1
Cc1ccc(NS(=O)(=O)c2ccc(OCC(=O)NCc3ccncc3)cc2)cc1	1	-2	-8	-2	-3	14	10	-3	-3	36	13
N#Cc1cc2c(nc1SCc1cccnc1)CCCC2	-2	-39	21	13	-24	5	-4	-6	-12	0	-6
Cc1cc(NC(=O)C(=O)NCc2cccc(Cl)c2)no1	14	2	0	0	-4	4	-2	-15	-6	-3	-5
CCN(CC)S(=O)(=O)c1ccc(C(C)NC(=O)Cc2c[nH]c3ccccc23)cc1 (centres undefined)	-11	-16	12	-4	-3	-7	17	-9	-4	-5	1
CC(=O)N1CCN(S(=O)(=O)c2cccc(C(=O)Nc3nc4c(s3)CCCC4)c2)CC1	19	-6	9	-14	7	10	1	-30	-2	8	23
CCCCC(=O)Nc1ccc(NC(=S)NC(=O)CC(C)C)cc1OC	-4	10	2	6	5	11	10	-14	11	19	-14
COC(=O)[C@H](Cc1ccccc1)NC(=O)Nc1ccc(S(N)(=O)=O)cc1	-39	-11	18	-7	10	0	5	-5	-3	-6	-4
COC(=O)C1Cc2c([nH]c3ccccc23)C2CCC(=O)N12 (centres undefined)	0	6	-7	-3	-2	1	1	-15	3	4	-12
Cc1c(C(=O)N2CCCC(C(F)(F)F)C2)oc2ccccc12 (centres undefined)	-5	5	-31	5	-8	-14	-20	-21	-7	-9	15
CC[C@@H]1C=C(C(=O)O)[C@H](c2ccc(Cl)c(Cl)c2)N1S(=O)(=O)c1ccc(C)cc1	x	-9	2	-7	-11	-11	-5	-8	-23	0	-9
O=C(NCc1ccncc1)C(=O)NCc1ccco1	6	3	11	-3	3	-2	4	9	3	5	-1
